Screening data (PubChem BioAssay)
IMPase Li inh – qHTS Assay for Identifying the Cell-Membrane Permeable IMPase Inhibitors: Potentiation with Lithium; CHO-M1 cells, IP1 TR-FRET (IP-One), carbachol + lithium; Potency, µM (highest dose often 59.4 µM), for the others: at the top dose activity, negative = IMPase inhibition, usual class: inhibitors; hit rate 0.35% among 210,000; AID 1457, 2008;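 further: IP1 builds up when IMPase is blocked and the TR-FRET signal falls; potency means the concentration at half of the fitted maximal effect; plate controls were basal vehicle for no effect and high inhibitor control for full effect; nearly all actives have a fitted effect of over 50% in size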
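Steps: plate 2000 CHO-M1 cells per well and culture 16–30 h; add compound and lithium; incubate 30 min, 37C; add d2-IP1 tracer and Eu cryptate anti-IP1 antibody in lysis buffer; read after 10 min at room temperature.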
Luc counter – Counterscreen for Luciferase (Kinase-Glo TM) Inhibition; Luciferin 4-monooxygenase (Photuris pensylvanica), Q27757; Kinase-Glo luciferase, ATP luminescence, 8 min; Potency, µM (titrated, usually from 38.3 µM), inactives show at the top dose activity change, negative = inhibition, usual class: inhibitors; hit rate 0.28% among 200,000; further: potency means the concentration at half of the fitted maximal effect; on the % scale 0 is the no-effect control and ±100 the full control effect; nearly all actives have a fitted effect of over 60% in size
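Recombinant Kinase-Glo luciferase, 10 uM ATP (linear range), luciferin; imidazole pH 7.2 / KCl / MgCl2 / Tween / BSA buffer; 8 min RT; luminescence.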
CBFb-RUNX1 inh – qHTS Assay for Compounds Blocking the Interaction Between CBF-beta and RUNX1 for the Treatment of Acute Myeloid Leukemia; Runt-related transcription factor 1 (Homo sapiens) + Core-binding factor subunit beta …; AlphaScreen CBFb-His/RUNX1-biotin binding, biochemical; Potency, µM (highest dose often 59.8 µM), for the others: at the highest dose activity, negative = inhibition, hits mostly inhibitors; 230,000 tested, under 10 active; AID 1477, 2009; further: % of control where 0% means no effect
Target sequence (Q01196 whole entry, looked up): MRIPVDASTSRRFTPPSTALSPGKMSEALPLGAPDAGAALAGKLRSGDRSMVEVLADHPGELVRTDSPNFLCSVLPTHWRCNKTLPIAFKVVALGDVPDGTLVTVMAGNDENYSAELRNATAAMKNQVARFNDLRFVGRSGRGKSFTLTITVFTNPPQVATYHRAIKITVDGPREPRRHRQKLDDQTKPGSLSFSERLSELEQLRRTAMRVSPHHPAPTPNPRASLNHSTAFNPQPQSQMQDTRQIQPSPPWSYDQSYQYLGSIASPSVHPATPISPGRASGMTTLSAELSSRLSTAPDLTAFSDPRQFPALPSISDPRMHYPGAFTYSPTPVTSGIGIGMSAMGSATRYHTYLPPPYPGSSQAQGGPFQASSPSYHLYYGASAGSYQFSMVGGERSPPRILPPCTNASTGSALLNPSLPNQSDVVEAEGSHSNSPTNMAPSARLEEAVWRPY
Target sequence (Q13951 whole entry, looked up): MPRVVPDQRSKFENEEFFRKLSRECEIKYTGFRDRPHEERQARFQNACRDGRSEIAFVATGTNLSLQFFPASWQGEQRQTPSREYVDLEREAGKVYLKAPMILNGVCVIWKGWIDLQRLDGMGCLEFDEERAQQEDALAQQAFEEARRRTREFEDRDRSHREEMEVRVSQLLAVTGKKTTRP
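His-tagged CBF-beta and biotinylated RUNX1 (30 nM each) were premixed 20 min at room temperature, exposed to compound for 15 min, then given nickel-chelate and streptavidin AlphaScreen beads (50 ng each). After 90 min, AlphaScreen signal was read.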
HttQ103 aggreg – qHTS Multiplex Assay to Identify Dual Action Probes in a Cell Model of Huntington: Aggregate Formation (GFP) | PC12 HttQ103-GFP aggregates, Acumen cytometry, 40 h | Potency, µM (top dose mostly 46.1 µM), for the others: top-dose activity change, negative = inhibition, usual class: inhibitors | hit rate 1.1% among 220,000 | AID 1688, 2009; further: potency means the concentration at half of the fitted maximal effect; on the % scale 0 is the no-effect control and ±100 the full control effect; nearly all actives have a fitted effect of over 60% in size
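Aggregates are detected as GFP objects 1–25 µm with signal 6 STDEV over background in lysates of induced PC12 cells. These carry Huntingtin exon 1 with 103 glutamines fused to GFP under an ecdysone promoter; compounds titrated.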
SMN2 splice enh – qHTS Assay for Enhancers of SMN2 Splice Variant Expression; HEK293 SMN2-luciferase splicing reporter, luminescence, 30-36 h; Potency, µM (top dose mostly 46.1 µM), for the others: at the highest dose activity change, positive = activation, usual class: activators; hit rate 2.8% among 210,000; further: potency means the concentration at half of the fitted maximal effect; % of control where 0% means no effect; nearly all actives have a fitted effect of over 55% in size
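HEK293 cells carry an SMN2 […]–luciferase reporter in which exon 7 inclusion puts luciferase in frame. Cells were plated 10-12 h before compound addition, then incubated 30-36 h at 37C. ONE-Glo luminescence was read; sodium butyrate at 4.5 mM final served as control.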
HTT ATP protect – qHTS Multiplex Assay to Identify Dual Action Probes in a Cell Model of Huntington: Cytoprotection (ATP) | PC12 HTT-Q103 induced, cytoprotection, ATP luminescence, 40 h | Potency, µM (series often up to 56.4 µM), for inactives: cytoprotection (ATP increase), most hits filed as activators | hit rate 0.14% among 230,000 | AID 1471, 2008;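 further: potency means the concentration at half of the fitted maximal effect; % of control where 0% means no effect; nearly all actives have a fitted effect of over 45% in size; toxic huntingtin expression switched on by the ecdysone agonist tebufenozide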
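Huntington model: PC12 line, ecdysone-inducible HTTQ103 exon1–GFP, tebufenozide 100 nM. Test articles in a dose series. Endpoint luminescence from cellular ATP.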
LMNA splice mod – qHTS Assay for Modulators of Lamin A Splicing; Potency, µM (doses to about 46.1 µM), without a hit: top-dose ratio change, negative = inhibition, actives largely listed as inhibitors; HeLa LMNA splicing GFP/RFP minigene ratio, 48 h; hit rate 0.01% among 200,000; active means well fitted inhibition curve with a large enough effect in the signal ratio, with a control signal flat, not every such curve was filed as active; inconclusive means small, poorly fitted or top-dose-only effect, or effect the other way, or a change in a side signal; the % refers to the signal ratio; further: potency means the concentration at half of the fitted maximal effect; on the % scale 0 is the no-effect control and ±100 the full control effect
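S3 HeLa stable clones carrying a lamin A-EGFP splicing minigene plus DsRed2 were seeded at 600 cells/well in Opti-MEM with 2% FBS, pin-dosed and incubated 48 h at 37°C. Acumen cytometry (488 nm) gave the GFP/RFP total-intensity ratio.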
Active calls of the source: *; ? = inconclusive; nt = not tested or not shown; [ ] = dose if it differs, or a comment. Unless noted, the call rests on the fitted dose curve; in most records, active means well fitted curve in the direction sought with a large enough effect; inconclusive means small, poorly fitted or top-dose-only effect, or another doubt; inactive means no such curve, though single readings can be large; an effect the other way counts as inactive or inconclusive. The order is random; 4% or so of the library scored in one or more.

SMILES	IMPase Li inh	Luc counter	CBFb-RUNX1 inh	HttQ103 aggreg	SMN2 splice enh	HTT ATP protect	LMNA splice mod
COc1ccc(NC(=O)Nc2ccncc2)c(OC)c1	1%	5%	-1%	2%	0%	-5%	18%[46 µM]
COc1ccc(CNC(=O)c2sc(=S)n(-c3ccc(OC)cc3)c2N)cc1	26%[38.3 µM]	-3%	-25%	-6%	1%	-3%	-7%
O=c1[nH]c(-c2ccccn2)nc(C(F)(F)F)c1Br	-2%	4%	3%	?	nt	-99%[inhibitor]	nt
COC(=O)c1cc(=O)c(O)c2c(O)c(O)ccc2c1	31%[activator]	-3%	nt	nt	-21%	nt	?
COc1cc(CN(C(=S)NCC(=O)O)C2CCCC2)cc(OC)c1OC	-4%	3%	15%	-6%	-17%	0%	nt
O=C(NCc1cccs1)c1ccc(N2CCCC2=O)cc1	18%[38.3 µM]	-2%	-7%	0%	-13%	-40%[inhibitor]	13%
O=C(O)c1ccc(COc2ccc3ccccc3c2/C=C2/NC(=O)N(c3ccccc3)C2=O)cc1	21%[38.3 µM]	-7%	-15%	?	1%	-45%[inhibitor]	?
CC(=O)N/C(=C\c1cccs1)C(=O)O	1%	1%	-3%	-6%	-14%	-16%	nt
CC(=O)Nc1ccc(/C(C)=N\NC(=O)c2ccc(-c3ccccc3)cc2)cc1	-9%	0%	1%	10%	-16%	-27%	nt
COc1ccc(N2C(=O)/C(=C/c3cccs3)NC2=S)cc1	16%	3%	8%	23%	?	10%[10 µM]	-4%
CCOC(=O)C1=C(C)NC(C)=C(C(=O)OCC)C1C(=O)OC1CCOC1=O (configuration not stated)	13%[38.3 µM]	5%	16%	-4%	15%	19%	1%
COc1ccc(Cc2noc(CN3CCN(C4CCc5ccccc5C4)CC3)n2)cc1OC (configuration not stated)	3%	-2%	0%	35%[9.22 µM]	nt	17%[10 µM]	nt
CC(C)C[C@H](NC(=O)c1nc[nH]c1C(=O)N1CCN(c2ccccc2)CC1)C(=O)OC(C)(C)C	nt	nt	12%	20%[9.22 µM]	nt	19%[10 µM]	nt
CCNC(=O)NC(=O)CSc1nc2ccccc2n1CC(C)C	10%[38.3 µM]	1%	6%	-7%	-13%	-8%	12%
CCC(=O)NC(=S)Nc1cccc(Cl)c1N1CCCC1	4%	-5%	0%	4%	-16%	10%[10 µM]	nt
COc1ccccc1C1C2C(=O)N(c3ccccc3)C(=O)C2ON1c1ccccc1 (configuration not stated)	5%[38.3 µM]	1%	3%	-3%	11%	20%	0%
Cc1ccc(/C(O)=C2/C(=O)C(=O)N(CCCn3ccnc3)C2c2ccccn2)cc1 (configuration not stated)	5%[38.3 µM]	-1%	1%	9%	?	0%	6%
O=C(CN1C(=O)C2CCCCC2C1=O)Nc1ccc(S(=O)(=O)Nc2ncccn2)cc1 (configuration not stated)	1%	7%	2%	5%	22%	-1%[10 µM]	nt
C/C(=N\NC(=O)c1csc(C)c1C)c1ccco1	3%	?	-3%	-7%	11µM*	-26%[10 µM]	-11%
Cc1ccc(-c2cc(C(F)F)n3ncc(C(=O)N4CCN5CCCC5C4)c3n2)cc1 (configuration not stated)	25%[38.3 µM]	4%	6%	12%	?	4%	-10%
Nc1c(N2CCCCC2)c2ccccc2oc1=O	8%	-3%	-10%	-8%	-16%	16%	nt
CC(=O)c1ccc(-n2ccnc2)cc1	nt	nt	-11%	2%[9.22 µM]	nt	-8%[10 µM]	nt
O=S(=O)(NC1=NCCC1)c1ccc(F)cc1	26%[38.3 µM]	-2%	1%	5%	-15%	-9%	1%
Cc1nn(C)c(C)c1S(=O)(=O)N(CC(=O)NCCN1CCOCC1)c1ccc(C(C)C)cc1	2%	4%	-1%	-24%	8%	-2%	-10%
Nc1nc(CSc2ncn[nH]2)nc(Nc2ccc(F)cc2)n1	-3%	1%	-1%	23%	18%	-12%[10 µM]	5%[46 µM]
CCN(CC)CC(=O)NN(Cc1ccccc1)c1ccccc1	nt	nt	4%	-26%[9.22 µM]	nt	-5%[10 µM]	nt
CCOC(=O)c1sc(NC(=O)C(C)Sc2nnc(N)s2)nc1C (configuration not stated)	14%	-4%	3%	11%[9.22 µM]	nt	-14%[10 µM]	nt
CN1CCN(C(=O)CC2(CC(=O)O)CCCC2)CC1	6%	6%	7%	3%	16%	-24%	5%[46 µM]
COc1ccc(S(=O)(=O)CCc2nc3ccccc3s2)cc1	-5%[38.3 µM]	-4%	1%	0%	0%	-17%	-4%
Cc1cccc(C(CC(=O)O)NC(=O)C(F)(F)F)c1 (configuration not stated)	-8%	0%	-20%	4%	15%	-6%	nt

Sorted by the number under SMN2 splice enh (ascending): 3 of the compounds above.
Structure	SMN2 splice enh
Nc1c(N2CCCCC2)c2ccccc2oc1=O	-16%
COc1ccc(S(=O)(=O)CCc2nc3ccccc3s2)cc1	0%
CN1CCN(C(=O)CC2(CC(=O)O)CCCC2)CC1	16%

Continuation.
SMILES	IMPase Li inh	Luc counter	CBFb-RUNX1 inh	HttQ103 aggreg	SMN2 splice enh	HTT ATP protect	LMNA splice mod
O=C(CCl)Oc1ccc2occ(C(=O)c3cccs3)c2c1	27%[38.3 µM]	0%	0%	7%[9.22 µM]	-1%	-8%	19%
O=C(c1ccc2snnc2c1)N1CCN(c2ccccn2)CC1	nt	nt	3%	-6%	nt	10%	0%
FC(F)(F)c1ccc2c(c1)nc1n2CCCC1	8%[38.3 µM]	-1%	5%	-5%	-8%	-5%	10%
Cc1ccc(OCc2nnc(SCC(=O)c3cccs3)n2-c2ccccc2)cc1C	4%[38.3 µM]	1%	1%	-22%	-49%[inhibitor]	-24%	3%
Cc1ccc(S(=O)(=O)N(C)C)cc1NC(=O)c1ccncc1	1%	1%	9%	-16%	2%	nt	5%[46 µM]
Cc1ccc(CC(=O)N2CC(C)OC(C)C2)cc1 (configuration not stated)	-4%[38.3 µM]	2%	11%	0%	9%	-8%	3%
O=[N+]([O-])c1c(NCCO)cc(N2CCN(Cc3ccc4c(c3)OCO4)CC2)c2nonc12	15%	2%	14%	-14%	-22%	11%[10 µM]	?
OCCCn1c(-c2ccccc2)n[nH]c1=S	-1%	1%	-6%	12%	19%	24%[10 µM]	11%
CCOC(=O)C(=CNc1ccc(NC2=NCC(C)S2)cc1)C(=O)OCC (configuration not stated)	-3%	-1%	7%	?	-1%	nt	?
CCOCCn1c(C(C)C)nc2ccccc21	17%[38.3 µM]	-2%	4%	2%	nt	4%	-3%

The closing 2 records of the part before are carried over, then new ones follow.
SMILES	IMPase Li inh	Luc counter	CBFb-RUNX1 inh	HttQ103 aggreg	SMN2 splice enh	HTT ATP protect	LMNA splice mod
CCOC(=O)C(=CNc1ccc(NC2=NCC(C)S2)cc1)C(=O)OCC (configuration not stated)	-3%	-1%	7%	?	-1%	nt	?
CCOCCn1c(C(C)C)nc2ccccc21	17%[38.3 µM]	-2%	4%	2%	nt	4%	-3%
O=C(Nc1ccccc1)Nc1ccc(Cl)c([N+](=O)[O-])c1	14%	0%	4%	13µM*	-4%	-9%[0.074 µM]	?
COc1cc(CN2CCNC(=O)C2CC(=O)N2CCc3ccccc3C2)cc(OC)c1 (configuration not stated)	1%	1%	1%	5%[9.22 µM]	nt	-3%[10 µM]	nt
CNC(=O)C1CC(=O)N(CCc2ccc(OC)c(OC)c2)C(=Nc2ccc(F)cc2)S1 (configuration not stated)	-3%	0%	-12%	10%[9.22 µM]	nt	26%[10 µM]	nt
CCN1C(=O)C(CC(=O)NCCc2ccccc2)N(NC(=O)c2cccnc2)C1=S (configuration not stated)	-5%	0%	-3%	2%	-5%	1%	nt
O=C(N/N=C/c1cc([N+](=O)[O-])ccc1O)c1cccc2cc[nH]c12	nt	nt	-20%	?	nt	-67%[inhibitor][10 µM]	nt
CN1CCC(OC(=O)COc2ccc(C(C)(C)C)cc2)CC1	6%[38.3 µM]	-2%	7%	20%	-8%	-7%	-1%
CCN(CC)c1ccc(NC(=O)c2cc(OC)cc(OC)c2)c(C)c1	34%[activator][38.3 µM]	-1%	-11%	3.2µM*	-25%	-113%[inhibitor][0.074 µM]	?
C/C(=N\NC(=O)CSCc1ccc(Cl)cc1)c1ccc2c(c1)OCCO2	10%[38.3 µM]	-5%	-7%	?	-29%	-33%	24%
Cc1cccc(C(=O)NC2CC3CCCC(C2)N3S(=O)(=O)c2ccccc2)c1 (configuration not stated)	27%[38.3 µM]	2%	2%	-22%	-39%[inhibitor]	-17%	?
CC(C)N(CCNCc1nnc(-c2ccccc2)o1)C(C)C	0%	1%	-10%	0%	-16%	-51%	-3%[46 µM]
C=CCn1c(SCC(=O)N(CC)C2CCS(=O)(=O)C2)nc2ccccc2c1=O (configuration not stated)	nt	nt	21%	-14%[9.22 µM]	nt	14%[10 µM]	nt
COc1ccc(C2c3c(ncn(CCN4CCOCC4)c3=N)Oc3ccc4ccccc4c32)cc1 (configuration not stated)	39%[activator][38.3 µM]	-4%	-19%	-1%	?	-38%[inhibitor]	-20%
C[C@H]1CC[C@@]2(O[C@@H](CCO)C[C@@H](O)[C@@H]2O)O1	-4%	nt	0%	12%[9.22 µM]	nt	13%[10 µM]	nt
CCCCn1nnc(NC(=O)c2ccc(-c3cccc([N+](=O)[O-])c3)o2)n1	-2%	0%	1%	12%	6%	21%	-14%[46 µM]
COC(=O)c1ccc(COc2cccc(OC)c2)o1	21%[38.3 µM]	-1%	9%	6%	2%	-7%[0.074 µM]	1%
COc1ccccc1C(=O)NC1CCCCCCC1	1%	0%	?	-1%	9%	-5%[10 µM]	-13%
CCOC(=O)c1c(OCCO)nn(-c2ccc(Cl)cc2)c1N	6%	0%	-8%	-7%	-15%	-10%	?
O=C1CCCc2ccccc2N1Cc1ccc(Cl)cc1	3%[38.3 µM]	2%	-2%	-1%	-1%	-2%	9%
Cn1c(Cc2ccccc2)nnc1SCC(=O)Nc1ccc2c(c1)OCO2	3%	1%	-1%	-1%	3%	8%[10 µM]	-4%
